Apaf1 inhib: inhibitors of human Apaf-1 apoptosome, primary screen, biochemical, DEVD-Rh110 fluorescence, uHTS; Apoptotic protease-activating factor 1 (Homo sapiens), O14727; reconstituted apoptosome caspase-3 activity; inhibition, % at 20 µM; actives 0.71% (n = 330,000); active = inhibition of at least 40% at 20 µM;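 also: plate controls were DMSO wells for no effect and DEVD-CHO caspase inhibitor wells for full effect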
Target sequence (O14727 whole entry, looked up): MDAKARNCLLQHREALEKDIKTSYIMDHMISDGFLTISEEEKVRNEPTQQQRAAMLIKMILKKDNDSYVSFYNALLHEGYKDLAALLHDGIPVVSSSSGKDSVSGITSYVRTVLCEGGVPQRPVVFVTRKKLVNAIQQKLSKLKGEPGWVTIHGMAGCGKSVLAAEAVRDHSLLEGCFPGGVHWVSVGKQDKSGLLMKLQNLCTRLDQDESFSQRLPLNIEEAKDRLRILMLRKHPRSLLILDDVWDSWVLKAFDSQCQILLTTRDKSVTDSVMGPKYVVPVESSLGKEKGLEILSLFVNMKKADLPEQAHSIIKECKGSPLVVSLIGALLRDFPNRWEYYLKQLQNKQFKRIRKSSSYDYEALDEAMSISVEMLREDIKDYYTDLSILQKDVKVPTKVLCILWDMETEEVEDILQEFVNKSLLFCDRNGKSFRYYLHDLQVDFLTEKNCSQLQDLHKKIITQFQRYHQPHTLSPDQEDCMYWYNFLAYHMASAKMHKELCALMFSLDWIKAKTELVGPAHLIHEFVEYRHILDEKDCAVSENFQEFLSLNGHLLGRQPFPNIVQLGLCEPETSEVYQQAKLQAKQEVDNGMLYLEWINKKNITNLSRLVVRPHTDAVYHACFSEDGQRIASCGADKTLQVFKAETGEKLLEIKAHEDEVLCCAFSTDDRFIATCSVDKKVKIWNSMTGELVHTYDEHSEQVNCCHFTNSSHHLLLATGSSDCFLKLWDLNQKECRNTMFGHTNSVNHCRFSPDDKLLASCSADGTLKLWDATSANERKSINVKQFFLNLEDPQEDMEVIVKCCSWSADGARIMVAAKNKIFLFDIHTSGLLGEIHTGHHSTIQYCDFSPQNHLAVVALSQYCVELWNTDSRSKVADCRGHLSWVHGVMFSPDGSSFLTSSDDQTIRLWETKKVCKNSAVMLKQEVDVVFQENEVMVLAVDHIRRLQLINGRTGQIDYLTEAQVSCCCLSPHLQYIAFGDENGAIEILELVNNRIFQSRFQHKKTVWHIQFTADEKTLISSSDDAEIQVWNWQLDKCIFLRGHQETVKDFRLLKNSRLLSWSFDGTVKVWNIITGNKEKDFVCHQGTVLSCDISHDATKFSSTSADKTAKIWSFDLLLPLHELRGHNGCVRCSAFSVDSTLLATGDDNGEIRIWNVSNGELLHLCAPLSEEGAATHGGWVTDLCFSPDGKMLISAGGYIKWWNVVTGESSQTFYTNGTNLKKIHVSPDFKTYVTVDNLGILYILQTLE
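System: Apoptosome proteins | Medium: Hepes pH 7.5 with detergent and BSA | Also added: Cytochrome c trigger plus (Z-DEVD)2-Rh110 caspase-3 substrate | Incubation: 30 min compound preincubation, 50 min activation, room temperature | Detection: Rhodamine 110 fluorescence at Ex 480/Em 540 nm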
SENP8 block-1: SENP8 protease inhibitors, primary screen, biochemical, luminescence | Sentrin-specific protease 8 (Homo sapiens), Q96LD8 | purified SENP8, Z-RLRGG-aminoluciferin cleavage | inhibition, % at 10 µM | actives 1.2% (n = 330,000) | AID 2540, 2010; in the data active = inhibition above about 50%
SENP1 FRET inh: human SENP1 catalytic domain inhibitors, primary screen, biochemical, FRET, uHTS | Sentrin-specific protease 1 (Homo sapiens), Q9P0U3 | recombinant SENP1 catalytic domain, CyPet-SUMO1-YPet FRET cleavage | inhibition, % at 10 µM | actives 0.21% (n = 360,000);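 active = inhibition at least 30% at 10 µM, raw YFP signal under a set limit, fluorescence ratio 0.5 to 1.5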;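 also: 0% = enzyme with DMSO and 100% = no enzyme wells; some results filed as inactive read as strong as hits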
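Test system: recombinant human SENP1 catalytic domain, His6-tagged / Medium: pH 8 Tris buffer with EDTA, NaCl, BME, BSA, NP40, catalase / Also added: SUMO1 FRET substrate flanked by Cypet and Ypet, 25 nM / Times: 50 min reaction at room temperature / Signal: FRET, CFP and YFP emission / Control set: no-enzyme low control and enzyme-plus-DMSO high control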
PfGluPho inh: PfG6PD enzyme inhibitors, primary screen, biochemical, fluorescence intensity, uHTS | glucose-6-phosphate dehydrogenase-6-phosphogluconolactonase (Plasmodium falciparum 3D7) | inhibition, % at 20 µM | actives 0.78% (n = 350,000) | PfGluPho enzyme, NADPH resazurin-diaphorase fluorescence;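 active = inhibition reaching at least a set limit at 20 µM in the primary screen, cut at about 59% in these data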;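 also: 0% = DMSO wells with substrate and 100% = DMSO wells lacking glucose-6-phosphate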
SENP7 block: SENP7 protease inhibitors, primary screen, biochemical, luminescence, uHTS | Sentrin-specific protease 7 (Homo sapiens), Q9BQF6 | recombinant SENP7, Z-RLRGG-aminoluciferin luminescence, 40 min | inhibition, % at 5 µM | actives 1.5% (n = 330,000) | AID 434973, 2010;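 active = inhibition above about 50% at the single test dose, limit read from the data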;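 also: plate controls were DMSO with enzyme for no effect and no enzyme buffer wells for full effect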
SENP6 block: SENP6 protease inhibitors, primary screen, biochemical, luminescence, uHTS. Recombinant SENP6 catalytic domain, aminoluciferin luminescence. actives 1.8% (n = 330,000). inhibition, % at 10 µM;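 active = inhibition above about 50% at the single tested dose, limit read from the data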;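 also: plate controls were DMSO wells with enzyme for no effect and DMSO wells lacking enzyme for full effect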
HKDC1 inhibitor: HKDC1 hexokinase inhibitors, primary screen, biochemical, fluorescence, uHTS; Q2TB90; recombinant HKDC1, G6PDH/diaphorase resazurin coupled fluorescence; inhibition, % at 20 µM; actives 0.16% (n = 340,000); AID 493160, 2011;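 active = inhibition above about 35% when tested at 20 µM, limit read from the data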;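 also: plate controls were DMSO wells with enzyme for no effect and DMSO wells lacking enzyme for full effect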
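Test system: Recombinant HKDC1 (HK5) hexokinase enzyme, produced in-house | Input: HKDC1 at 5 µg/mL | Buffer or medium: Tris pH 8.0 buffer with MgCl2, Tween-20, BSA, BME | Schedule: 90 min reaction incubation at room temperature, dark | Technique: Resazurin-to-resorufin fluorescence via G6PDH and diaphorase coupling, 525/613 nm | Controls: DMSO wells with and without enzyme mix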
SENP8 block-2: human SENP8 protease inhibitors, primary screen, biochemical, fluorescence, Nedd8 protein substrate, uHTS. Sentrin-specific protease 8 (Homo sapiens), Q96LD8. recombinant SENP8. inhibition, % at 20 µM. actives 0.64% (n = 360,000). AID 602440, 2012; in the data active = inhibition mostly above about 40%, no sharp cut-off; inactive = mostly below about 27%
Active calls of the source: *.

For O=C(CSc1ncccn1)NC(=O)c1ccccc1 the results were Apaf1 inhib -10, SENP8 block-1 -6, SENP1 FRET inh 0, PfGluPho inh 6, SENP7 block -4, SENP6 block 10, HKDC1 inhibitor -8 and SENP8 block-2 10.
Screening COC(=O)c1sc(S(=O)(=O)N2CCCCC2)c(C(=O)OC)c1C returned Apaf1 inhib -1, SENP8 block-1 8, SENP1 FRET inh 1, PfGluPho inh -6, SENP7 block -2, SENP6 block -7, HKDC1 inhibitor -7 and SENP8 block-2 20.
For Cc1ccc(-c2nn(-c3ccccc3)cc2CC(=S)N2CCOCC2)cc1 the results were Apaf1 inhib 14, SENP8 block-1 -4, SENP1 FRET inh 0, PfGluPho inh 4, SENP7 block 8, SENP6 block 4, HKDC1 inhibitor -2 and SENP8 block-2 26.
`COc1ccccc1C1CC(=O)NC(C)=C1C(=O)OCC1CCCO1` (stereo unspecified) gave Apaf1 inhib -1, SENP8 block-1 9, SENP1 FRET inh 1, PfGluPho inh 1, SENP7 block 1, SENP6 block -6, HKDC1 inhibitor -1 and SENP8 block-2 -8.
`COc1ccc(CN2C(=O)CCC2(C)C(=O)NC2CCCC2)c(OC)c1` (stereo unspecified) gave Apaf1 inhib -3, SENP8 block-1 3, SENP1 FRET inh -2, PfGluPho inh -8, SENP7 block 6, SENP6 block 0, HKDC1 inhibitor 0 and SENP8 block-2 18.
`COc1ccc(S(=O)(=O)N(C)CC(=O)N2CCN(C)CC2)cc1Cl` gave Apaf1 inhib -7, SENP8 block-1 5, SENP1 FRET inh -1, PfGluPho inh 1, SENP7 block 1, SENP6 block -2, HKDC1 inhibitor -9 and SENP8 block-2 1.
Screening CCOC(=O)C1=C(C)Nc2ccccc2N=C1NC(=O)c1cccc(S(=O)(=O)NCc2ccccc2)c1 returned Apaf1 inhib 9, SENP8 block-1 1, SENP1 FRET inh 2, PfGluPho inh -12, SENP7 block -1, SENP6 block 0, HKDC1 inhibitor 7 and SENP8 block-2 8.
For Cc1cc(C)n(-c2nc3c(c(=O)[nH]c(=O)n3C)n2CCc2ccccc2)n1 the results were Apaf1 inhib 6, SENP8 block-1 -6, SENP1 FRET inh 2, PfGluPho inh -2, SENP7 block -6, SENP6 block -19, HKDC1 inhibitor 1 and SENP8 block-2 8.
`Cc1c(C(=O)NCC2COc3ccccc3O2)oc2ccc(S(=O)(=O)N3CCOCC3)cc12` (stereo unspecified) gave Apaf1 inhib 24, SENP8 block-1 -6, SENP1 FRET inh -1, PfGluPho inh 23, SENP7 block -2, SENP6 block -3, HKDC1 inhibitor 5 and SENP8 block-2 14.
`O=C(Cn1cnc2ccccc2c1=O)NCCC(=O)Nc1ccc(F)cc1` gave Apaf1 inhib -7, SENP8 block-1 3, SENP1 FRET inh -1, PfGluPho inh -4, SENP7 block -3, SENP6 block 12, HKDC1 inhibitor -7 and SENP8 block-2 3.
For Cn1c(SCC(=O)O)nnc1-c1ccc(NC(=O)c2ccc(Cl)c(Cl)c2)cc1 the results were Apaf1 inhib 0, SENP8 block-1 -1, SENP1 FRET inh 1, PfGluPho inh 7, SENP7 block -2, SENP6 block -6, HKDC1 inhibitor -9 and SENP8 block-2 13.
Screening CC(=O)NC(=S)Nc1ccc(NC(=O)c2cccs2)cc1 returned Apaf1 inhib -3, SENP8 block-1 -22, SENP1 FRET inh 4, PfGluPho inh 7, SENP7 block -8, SENP6 block -7, HKDC1 inhibitor -8 and SENP8 block-2 16.
`C=CCN(CC=C)C(=O)c1cccc(OC2CCN(CC(C)(C)C)CC2)c1` gave Apaf1 inhib -18, SENP8 block-1 -5, SENP1 FRET inh -8, PfGluPho inh -5, SENP7 block -4, SENP6 block -18, HKDC1 inhibitor 1 and SENP8 block-2 6.
CC(=O)NC12CC3CC(C1)CC(C(=O)N1CCN(S(=O)(=O)c4cccs4)CC1)(C3)C2 was read as Apaf1 inhib -1, SENP8 block-1 2, SENP1 FRET inh 0, PfGluPho inh 0, SENP7 block -14, SENP6 block -13, HKDC1 inhibitor 2 and SENP8 block-2 5.
COC(=O)Cc1ccc(NC(=S)NN2CCOCC2)cc1 was read as Apaf1 inhib -2, SENP8 block-1 8, SENP1 FRET inh -2, PfGluPho inh -3, SENP7 block 6, SENP6 block 12, HKDC1 inhibitor -9 and SENP8 block-2 15.
O=C(NC1CCN(Cc2ccccc2)CC1)c1cccc(S(=O)(=O)Nc2cc(C(F)(F)F)ccc2Cl)c1 was read as Apaf1 inhib 16, SENP8 block-1 0, SENP1 FRET inh 0, PfGluPho inh -39, SENP7 block -1, SENP6 block -5, HKDC1 inhibitor 5 and SENP8 block-2 38.
`CCN(C(=O)COC(=O)c1ccccc1OCc1ccc(Cl)cc1)C1CCS(=O)(=O)C1` (stereo unspecified) gave Apaf1 inhib 9, SENP8 block-1 -14, SENP1 FRET inh 1, PfGluPho inh 27, SENP7 block 7, SENP6 block -13, HKDC1 inhibitor -6 and SENP8 block-2 14.
Screening CC(=O)N/C(=N/c1nc(C)cc(C)n1)Nc1cccc(C)c1 returned Apaf1 inhib -1, SENP8 block-1 -6, SENP1 FRET inh 1, PfGluPho inh -7, SENP7 block -3, SENP6 block -15, HKDC1 inhibitor -5 and SENP8 block-2 26.
For O=[N+]([O-])c1cccc(/C=C/c2ccncc2)c1 the results were Apaf1 inhib -1, SENP8 block-1 5, SENP1 FRET inh 1, PfGluPho inh 12, SENP7 block 9, SENP6 block -16, HKDC1 inhibitor 0 and SENP8 block-2 6.
`NC(=O)c1ccccc1NC(=O)COc1ccc2c(c1)OCO2` gave Apaf1 inhib 0, SENP8 block-1 20, SENP1 FRET inh -1, PfGluPho inh -16, SENP7 block 31, SENP6 block 29, HKDC1 inhibitor -5 and SENP8 block-2 3.

Filtered by structure: those above containing fluorine (2)
`O=C(Cn1cnc2ccccc2c1=O)NCCC(=O)Nc1ccc(F)cc1` gave Apaf1 inhib -7, SENP8 block-1 3, SENP1 FRET inh -1, PfGluPho inh -4, SENP7 block -3, SENP6 block 12, HKDC1 inhibitor -7 and SENP8 block-2 3.
O=C(NC1CCN(Cc2ccccc2)CC1)c1cccc(S(=O)(=O)Nc2cc(C(F)(F)F)ccc2Cl)c1 was read as Apaf1 inhib 16, SENP8 block-1 0, SENP1 FRET inh 0, PfGluPho inh -39, SENP7 block -1, SENP6 block -5, HKDC1 inhibitor 5 and SENP8 block-2 38.

The main list resumes; the two compounds before the break are reprinted first.
For O=[N+]([O-])c1cccc(/C=C/c2ccncc2)c1 the results were Apaf1 inhib -1, SENP8 block-1 5, SENP1 FRET inh 1, PfGluPho inh 12, SENP7 block 9, SENP6 block -16, HKDC1 inhibitor 0 and SENP8 block-2 6.
`NC(=O)c1ccccc1NC(=O)COc1ccc2c(c1)OCO2` gave Apaf1 inhib 0, SENP8 block-1 20, SENP1 FRET inh -1, PfGluPho inh -16, SENP7 block 31, SENP6 block 29, HKDC1 inhibitor -5 and SENP8 block-2 3.
CCCN1C=CC(=CC=C(C#N)C#N)C=C1 was read as Apaf1 inhib 3, SENP8 block-1 2, SENP1 FRET inh -42, PfGluPho inh -11, SENP7 block -4, SENP6 block -4, HKDC1 inhibitor 3 and SENP8 block-2 50*.
Screening CCOC(=O)COc1nc2ccc(Br)cc2c(-c2ccccc2)c1C(C)=O returned Apaf1 inhib 10, SENP8 block-1 1, SENP1 FRET inh 1, PfGluPho inh -2, SENP7 block 5, SENP6 block 4, HKDC1 inhibitor -2 and SENP8 block-2 7.
Screening CCC1Sc2ccccc2N(CC(=O)NC2CCCCC2)C1=O (stereo unspecified) returned Apaf1 inhib 9, SENP8 block-1 -14, SENP1 FRET inh 1, PfGluPho inh -11, SENP7 block -3, SENP6 block 23, HKDC1 inhibitor -4 and SENP8 block-2 10.
`O=C(COc1ccc(-c2nnco2)cc1)Nc1ccc(C(F)(F)F)cc1` gave Apaf1 inhib 11, SENP8 block-1 0, SENP1 FRET inh 1, PfGluPho inh 25, SENP7 block -1, SENP6 block -6, HKDC1 inhibitor -3 and SENP8 block-2 -55.
`CCCCN(C(C)=O)c1ccc2c(c1)C1CC2CCN1C(=O)OCc1ccccc1` (stereo unspecified) gave SENP1 FRET inh 0, PfGluPho inh -1, HKDC1 inhibitor -4 and SENP8 block-2 7.
`CC(=O)Nc1ccc(NC(=O)C(C)OC(=O)CC2CCCCC2)cc1` (stereo unspecified) gave Apaf1 inhib -1, SENP8 block-1 -4, SENP1 FRET inh 4, PfGluPho inh -2, SENP7 block -1, SENP6 block -13, HKDC1 inhibitor 1 and SENP8 block-2 10.
Screening CC(C)(C)NC(=O)CN(C(=O)CCC(=O)Nc1nccs1)c1ccc(F)c(Cl)c1 returned Apaf1 inhib 6, SENP8 block-1 2, SENP1 FRET inh 4, PfGluPho inh 10, SENP7 block 2, SENP6 block -19, HKDC1 inhibitor -5 and SENP8 block-2 25.
CCN1CCN(c2cc(C)c3cc(NC(=O)CCC(=O)N4CCN(c5ccccc5OC)CC4)ccc3n2)CC1 was read as Apaf1 inhib 8, SENP8 block-1 -9, SENP1 FRET inh 0, PfGluPho inh -7, SENP7 block 1, SENP6 block -10, HKDC1 inhibitor 2 and SENP8 block-2 -313.
Screening O=C(c1ccco1)N1CCN(c2ncnc3c2oc2ccccc23)CC1 returned Apaf1 inhib 6, SENP8 block-1 9, SENP1 FRET inh -1, PfGluPho inh 0, SENP7 block 0, SENP6 block 9, HKDC1 inhibitor 1 and SENP8 block-2 -71.
Screening CCOC(=O)c1ccc(N2CN=C3SCC(=O)N3C2)cc1 returned Apaf1 inhib -15, SENP8 block-1 -2, SENP1 FRET inh 1, PfGluPho inh -15, SENP7 block -5, SENP6 block 4, HKDC1 inhibitor -5 and SENP8 block-2 14.
For Cc1cc(CC(=O)O)c2oc(-c3ccoc3)cc(=O)c2c1 the results were Apaf1 inhib -19, SENP8 block-1 -6, PfGluPho inh -6, SENP7 block -7, SENP6 block -27 and HKDC1 inhibitor -1.
Screening Cc1ccc(Cn2ncn(-c3ccccc3)c2=O)cc1 returned Apaf1 inhib -1, SENP8 block-1 -3, SENP1 FRET inh 3, PfGluPho inh 11, SENP7 block 12, SENP6 block 7, HKDC1 inhibitor -13 and SENP8 block-2 -2.
For Cn1c(N)c(Sc2ccc(F)cc2)c(=O)n(C)c1=O the results were Apaf1 inhib 4, SENP8 block-1 3, SENP1 FRET inh -1, PfGluPho inh -10, SENP7 block 9, SENP6 block -3, HKDC1 inhibitor -10 and SENP8 block-2 21.

Not a hit list; any-hit rate near 3.6%.
